ASK1 inh: human ASK1 kinase inhibition, primary screen; AlphaScreen MKK6 phosphorylation by ASK1, luminescence; inhibition, % at 7.44 µM; 22,000 tested, 0.99% active; AID 1159602; in the data active means inhibition above about 35%;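 further: 0% = median of compound wells and 100% = no enzyme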
ULK1 primary: human ULK1 kinase inhibition, primary screen. O75385. AlphaScreen Atg13 phosphorylation by ULK1, luminescence. inhibition, % at 5.96 µM. 30,000 tested, 1.9% active; in the data active means inhibition above about 43%;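 further: 0% = median of compound wells and 100% = no enzyme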
Target sequence (O75385 whole entry, looked up): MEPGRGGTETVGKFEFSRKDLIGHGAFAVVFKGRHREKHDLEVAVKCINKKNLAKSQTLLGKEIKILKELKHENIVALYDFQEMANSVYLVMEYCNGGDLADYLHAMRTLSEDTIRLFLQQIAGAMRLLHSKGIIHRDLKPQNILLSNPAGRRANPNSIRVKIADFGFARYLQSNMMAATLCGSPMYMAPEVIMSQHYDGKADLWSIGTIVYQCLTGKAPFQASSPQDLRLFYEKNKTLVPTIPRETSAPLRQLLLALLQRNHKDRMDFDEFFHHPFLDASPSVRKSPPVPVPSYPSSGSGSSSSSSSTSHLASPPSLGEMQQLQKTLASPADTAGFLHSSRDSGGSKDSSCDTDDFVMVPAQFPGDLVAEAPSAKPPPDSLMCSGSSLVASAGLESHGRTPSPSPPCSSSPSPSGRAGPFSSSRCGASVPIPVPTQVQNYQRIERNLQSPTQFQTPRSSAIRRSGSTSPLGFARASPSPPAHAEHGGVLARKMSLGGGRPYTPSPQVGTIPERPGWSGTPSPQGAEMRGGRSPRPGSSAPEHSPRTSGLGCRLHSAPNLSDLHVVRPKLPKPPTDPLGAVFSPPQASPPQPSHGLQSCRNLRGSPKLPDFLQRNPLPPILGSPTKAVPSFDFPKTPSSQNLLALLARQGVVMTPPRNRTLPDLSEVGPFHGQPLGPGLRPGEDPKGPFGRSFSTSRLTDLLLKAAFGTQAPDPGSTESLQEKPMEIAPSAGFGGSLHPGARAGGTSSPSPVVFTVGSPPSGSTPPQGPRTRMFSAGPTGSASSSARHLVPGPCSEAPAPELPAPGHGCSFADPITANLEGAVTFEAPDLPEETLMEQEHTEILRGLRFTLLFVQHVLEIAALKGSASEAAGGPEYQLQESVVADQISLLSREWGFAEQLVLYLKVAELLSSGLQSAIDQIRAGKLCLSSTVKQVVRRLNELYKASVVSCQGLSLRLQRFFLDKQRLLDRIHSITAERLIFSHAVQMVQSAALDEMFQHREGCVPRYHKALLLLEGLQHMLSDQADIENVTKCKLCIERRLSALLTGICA
An asterisk follows results filed as active; · = no result given.

item	SMILES	ASK1 inh	ULK1 primary
1	CN1CCN(c2ccc(-c3cc(NCc4ccccc4)nc(N)n3)cc2)CC1	-11.4	3.1
2	OCCNc1nc(N2CCOCC2)nc2c1ncn2C1CCCCC1	-0.7	5.5
3	O=C(Nc1ccc(Oc2ccccc2)cc1)c1cnc(Nc2ncccn2)s1	5.0	16.7
4	O=C(NC1CC1)c1cnc(NC2CCC(O)CC2)s1 (configuration not stated)	-1.7	3.1
5	O=C(NCc1ccccc1)c1ccc2nc(NCCN3CCOCC3)sc2c1	3.0	3.9
6	Oc1ccc(CCNc2nc(Nc3ccc(N4CCOCC4)cc3)nc3c2ncn3Cc2ccc(C(F)(F)F)cc2)cc1	25.1	10.6
7	c1cc(Nc2nc(Nc3ccc(N4CCOCC4)cc3)c3ncn(-c4ccsc4)c3n2)ncn1	10.5	17.2
8	CN(C)C(=O)c1cccc(Nc2ccc3[nH]ncc3c2)n1	-7.8	18.6
9	CCCNc1nc(NCc2ccc3c(c2)OCO3)nc2c1ncn2-c1ccsc1	9.2	-7.2
10	COc1ccc(CCNc2nc(-c3c(C)noc3C)nc3c2ncn3C2CCCCC2)cc1	14.9	-3.0
11	O=C(NC1CC1)c1csc(Nc2cnccn2)n1	-2.7	-29.5
12	CN(C)c1cccc(Nc2nc3ncnc(NCCN4CCOCC4)c3[nH]2)c1	13.5	11.7
13	CC(=O)Nc1ccc(NC(=O)c2cccc(N3CCN(c4ccccn4)CC3)n2)cc1	7.8	-9.3
14	C[C@@H](NCCCc1cccc(C(F)(F)F)c1)c1cccc2ccccc12	·	-17.6
15	Cc1ncn(-c2ccc(Nc3nccc(Nc4ccccc4-c4ccn[nH]4)n3)cc2)n1	11.8	-51.6
16	CCOc1ccc(-c2cc(=O)c3ccc(NC(=O)c4ccccc4)cc3o2)cc1	·	-3.3
17	CC(=O)c1cccc(-c2cc(NCCCN3CCCC3=O)nc(N)n2)c1	10.9	2.1
18	CCCOC(=O)Nc1nc2ccccc2o1	·	-5.0
19	CC(C)n1c(Nc2ccc(N3CCOCC3)cc2)nc2c(Nc3ccc(N4CCOCC4)cc3)ncnc21	6.8	-12.6
20	CCN(CC)C(=O)C1CCCN(c2cc(NCc3cccc(C(F)(F)F)c3)ncn2)C1 (configuration not stated)	-15.8	-4.8
21	NC(=O)C1CCN(c2ccc3cccc(OCc4ccccc4Cl)c3n2)CC1	·	-21.2
22	O=C(NCCNCc1ccccn1)c1cccs1	·	-7.4
23	Cc1nn(C)c(C)c1-c1nc2c(N)ncnc2n1C(C)C	-7.8	-1.4
24	COc1cccc(CNC(=O)c2cn3cc(-c4ccnc(Nc5ccnc(N)n5)n4)ccc3n2)c1	-31.8	12.1
25	CC(C)N(CCNc1nc(Cl)nc2c1ncn2CCN1CCCC1=O)C(C)C	8.0	2.7
26	Cc1[nH]ncc1-c1cc(F)cc(-c2ccnc(Nc3ccc(-n4cnc(C(F)(F)F)n4)cc3)n2)c1	25.4	-1.8
27	CC(C)n1cnc2c(NCc3ccccc3)nc(-c3csc4ccccc34)nc21	-4.3	-11.7
28	Nc1cccc(-c2cc(C(=O)NC3CC3)ccn2)c1	-3.3	-1.4
29	COc1ccc(Nc2cc(NCC3CCCO3)ncn2)cn1 (configuration not stated)	-0.5	-1.1
30	CC(=O)Nc1ccc(Nc2ncnc3nc(-c4cccc(N)c4)[nH]c23)cc1	3.3	-3.3
31	CC(C)(C)OC(=O)N1CCC[C@H](Nc2ccnc(Cl)n2)C1	-11.5	3.7
32	O=C1CCCN1CCCNc1nc(Nc2ccccc2)c2[nH]cnc2n1	19.0	3.9
33	CC(C)N(CCNc1nc(Nc2ccccn2)nc2c1ncn2C(C)C)C(C)C	-34.6	-4.2
34	CC(=O)Nc1ccc(NC(=O)C2CCN(c3ccc(Nc4cccc(N(C)C)c4)nn3)CC2)cc1	6.6	14.2
35	CC(C)n1cnc2c(Nc3ccccc3)nc(Nc3ccc4ncccc4c3)nc21	-0.4	51.7*
36	COc1cc(Nc2nc(Nc3ccncn3)nc3nc[nH]c23)cc(OC)c1OC	18.2	12.7
37	COc1ccc(CCNC(=O)c2ccc3nc(-c4c(C)nn(C)c4C)sc3c2)cc1	2.1	6.6
38	COc1ccc(CCNc2cc(N3CCC(N4CCOCC4)CC3)nc(N)n2)cc1	-10.6	8.2
39	Nc1cc(Nc2nccc3ccccc23)nc(N)n1	1.8	6.5
40	N[C@@H]1CC[C@@H](C(=O)Nc2ccc3cnccc3c2)C1	-10.0	34.3
41	Cc1cncc2cccc(NC3CCN(C(=O)C(N)c4ccc(F)cc4F)C3)c12 (configuration not stated)	-21.9	19.7
42	COc1ccc(CCNc2nc(Nc3ccc(N4CCOCC4)cc3)nc3c2ncn3-c2ccsc2)cc1	37.3*	14.8
43	O=C(NCc1ccccc1)c1cncc(-c2cccs2)c1	-6.2	-5.2
44	c1cnc(Nc2nc(NC3CC3)c3ncn(C4CCCCC4)c3n2)cn1	-2.6	7.3
45	CCc1nnc(NC(=O)C(C)CC)s1 (configuration not stated)	·	-6.4
46	FC(F)(F)c1cccc(CNc2nc(N3CCN(c4ccccn4)CC3)nc3c2ncn3-c2ccsc2)c1	40.9*	4.1
47	CO[C@H]1C[C@@H]2CC[C@@H](C)[C@@](O)(O2)C(=O)C(=O)N2CCCC[C@H]2C(=O)O[C@H]([C@H](C)C[C@@H]2CC[C@@H](O)[C@H](OC)C2)CC(=O)[C@H](C)/C=C(\C)[C@@H](O)[C@@H](OC)C(=O)[C@H](C)C[C@H](C)\C=C/C=C/C=C/1C	·	-3.1
48	CC(C)N(CCNc1nc(NCCCN2CCCC2=O)nc2c1ncn2-c1ccsc1)C(C)C	1.9	3.4
49	CCOC(=O)c1c(NC(=O)Cn2c(-n3nc(C)cc3C)nc(CC)cc2=O)sc2c1CCCC2	·	-1.2
50	O=C(NCCN1CCOCC1)c1csc(-c2ccc(N3CCOCC3)nc2)n1	-8.2	-3.2
51	O=C(Nc1ccc(-c2ccncc2)cc1OC(F)(F)F)C1COc2ccccc2O1 (configuration not stated)	-7.8	-6.8
52	O=C(c1ccc2[nH]ncc2c1)N1CCC(Oc2ccc(Cl)cn2)CC1	-7.7	-5.0
53	CCN(CC)C(=O)C1CCCN(c2nc(C(=O)NCCN(C(C)C)C(C)C)cs2)C1 (configuration not stated)	-14.7	-3.4
54	COc1ccc(CCNc2ncnc3nc(-c4ccc(OC)cc4)[nH]c23)cc1	0.8	-6.8
55	Cc1cc(NCCc2ccc(O)cc2)nc(-c2c(C)nn(C)c2C)n1	-1.1	-6.8
56	FC(F)(F)c1ccc(Cn2cnc3c(NCCN4CCOCC4)nc(N4CCOCC4)nc32)cc1	10.6	-9.1
57	O=C(Nc1ccccc1)c1cnc(Br)s1	-8.0	-5.2
58	COc1cc(Nc2nc(Nc3cccnc3)nc3c2ncn3-c2ccccc2)cc(OC)c1OC	4.8	-2.8
59	Nc1nccc(-c2ccc3nc(C4CCc5ccc(C(=O)NCCc6ccccc6)cc5C4)[nH]c3c2)n1 (configuration not stated)	-8.8	-2.1
60	Nc1cccc(-c2nc(NCc3ccccc3)c3[nH]cnc3n2)c1	-0.9	-4.0

Remaining list, next part
item	SMILES	ASK1 inh	ULK1 primary
61	CCCNc1nc(-c2ccc(OC)cc2)nc2c1ncn2C1CCCCC1	1.8	-4.3
62	Cn1nccc1Nc1nc2ncnc(NCCc3ccc(O)cc3)c2[nH]1	12.9	0.1
63	O=C(NCc1ccccc1)c1ccc2cncc(-c3ccccc3)c2n1	·	73.6*
64	OC1CCC(Nc2nc(NCc3ccccc3)c3ncn(C4CCCCC4)c3n2)CC1 (configuration not stated)	0.9	-4.8
65	Nc1nc(NC2CC2)cc(-c2ccc(N3CCOCC3)nc2)n1	2.2	6.7
66	O=c1oc2ccccc2cc1-c1nc(-c2cccc([N+](=O)[O-])c2)n[nH]1	·	-17.2
67	Nc1cccc(-c2cc(Nc3ccc(Oc4ccccc4)cc3)ncn2)c1	5.1	-30.8
68	COc1ccc(-c2nccc(Nc3ccc(NC(C)=O)cc3)n2)cn1	7.3	1.7
69	COc1cc(Nc2nc(-c3ccccc3)nc3c2ncn3-c2ccsc2)cc(OC)c1OC	-0.1	-35.4
70	CCOC(=O)C1=C(C)C(c2ccccc2O)NC(=O)N1 (configuration not stated)	·	5.8
71	CC(c1ccccc1)n1c(N2CCNCC2)nc2c1c(=O)[nH]c(=O)n2C (configuration not stated)	·	-5.6
72	COc1ccc(-c2nc(NC3CCN(Cc4ccccc4)CC3)c3ncn(C(C)C)c3n2)cc1	7.6	-30.6
73	Cc1cc(Oc2ccccc2C(=O)O)nc(C)n1	·	0.8
74	c1ccc(CN2CCC(Nc3ncnc4nc(N5CCC(N6CCOCC6)CC5)[nH]c34)CC2)cc1	-16.8	2.8
75	CCCNC(=O)c1cncc(-c2ccc(C(=O)NC3CC3)cc2)c1	-0.4	-9.4
76	CC(=O)c1cccc(-c2cc(NC3CC3)ncn2)c1	0.5	-14.2
77	Fc1cnc(Nc2ccc(N3CCOCC3)nc2)cc1-n1cnc(Nc2ccccc2)n1	5.7	14.3
78	Oc1ccc(CCNc2ncnc3nc(-c4ccccc4)[nH]c23)cc1	2.6	-1.2
79	CC(C)N(CCNC(=O)c1ccc2nc(Nc3ccc(-n4ccnc4)cc3)sc2c1)C(C)C	-2.1	2.5
80	CC(CCc1ccc(O)cc1)NCCc1ccc(O)c(O)c1 (configuration not stated)	·	31.6
81	Cc1ccc2ccc[n+](CCCS(=O)(=O)O)c2c1	·	2.3
82	O=C(NC1CCN(Cc2ccccc2)CC1)C1CCN(c2ccc(Nc3nccc4ccccc34)nn2)CC1	17.4	13.7
83	Cn1c(CN2CCCC2)c(C#N)c2ccccc21	·	2.2
84	O=C(O)C(CCBr)(c1ccccc1)c1ccccc1	·	2.5

Continued, overlapping the part above by four compounds.
item	SMILES	ASK1 inh	ULK1 primary
81	Cc1ccc2ccc[n+](CCCS(=O)(=O)O)c2c1	·	2.3
82	O=C(NC1CCN(Cc2ccccc2)CC1)C1CCN(c2ccc(Nc3nccc4ccccc34)nn2)CC1	17.4	13.7
83	Cn1c(CN2CCCC2)c(C#N)c2ccccc21	·	2.2
84	O=C(O)C(CCBr)(c1ccccc1)c1ccccc1	·	2.5
85	Fc1cncc(-c2ccnc(Nc3ccc(-c4cnn(CCN5CCOCC5)c4)cc3)n2)c1	9.9	4.0
86	COc1ccc(CCNC(=O)c2ccnc(-c3cccc(C(C)=O)c3)c2)cc1	4.5	-5.9
87	CC1(C)Cc2cccc(OCc3ccc(C(=O)N4CCN(C(=O)c5ccco5)CC4)cc3)c2O1	·	-10.9
88	NC(N)=NCCN1CCCCCCC1	·	10.2
89	Cc1cc(NCCOc2ccccc2)nc(Nc2ncccn2)n1	-10.5	9.9
90	O=C(NCCO)c1cc(N2CCCC2CO)nc2ccccc12 (configuration not stated)	14.2	-1.6
91	Cc1cccc(CC(=O)Nc2cnn(-c3cccc(C(=O)NCc4ccccc4)c3)c2)c1	0.3	-8.8
92	N#Cc1cc(-c2ccnc(Nc3ccncc3)n2)cc(N2CCOCC2)c1	-12.9	-1.4
93	Cc1cccc(NC(=O)c2cccc(-n3cc(NC(=O)Cc4ccccc4)cn3)c2)c1	-2.2	-32.0
94	CCCCc1ncc(/C=C(\Cc2cccs2)C(=O)O)n1Cc1ccc(C(=O)O)cc1	·	-22.4
95	O=C(Cc1ccccc1)c1cc2cc(-c3ccncc3)ccc2[nH]1	-9.9	-27.3
96	CN1[C@@H](CC(=O)c2ccccc2)CCC[C@H]1C[C@H](O)c1ccccc1	·	6.5

In a second layout: entries from further up.
86. COc1ccc(CCNC(=O)c2ccnc(-c3cccc(C(C)=O)c3)c2)cc1
  ASK1 inh = 4.5
  ULK1 primary = -5.9
87. CC1(C)Cc2cccc(OCc3ccc(C(=O)N4CCN(C(=O)c5ccco5)CC4)cc3)c2O1
  ASK1 inh = ·
  ULK1 primary = -10.9
88. NC(N)=NCCN1CCCCCCC1
  ASK1 inh = ·
  ULK1 primary = 10.2
89. Cc1cc(NCCOc2ccccc2)nc(Nc2ncccn2)n1
  ASK1 inh = -10.5
  ULK1 primary = 9.9

Following part.
item	SMILES	ASK1 inh	ULK1 primary
97	CC(C)N(CCNc1nc(Nc2cccnc2)nc2c1ncn2-c1ccsc1)C(C)C	-8.1	0.2
98	COc1cc(Nc2nc3ncnc(NCCCN4CCCC4=O)c3[nH]2)cc(OC)c1OC	-15.2	19.2
99	CCc1nnc(/N=C2\NC(=O)CS2)s1	·	-16.5
100	O=C(NCc1cccnc1)c1ccc2nc(Nc3ccc4ncccc4c3)sc2c1	-2.6	12.2
101	Cc1nc(-c2cncc(-c3ccccc3)c2)cc(N2CCN(CCO)CC2)n1	·	-6.1
102	CC(=O)c1ccc2c(c1)CC(c1nc3c(F)cc(-c4ccnc(N)n4)cc3[nH]1)CO2 (configuration not stated)	14.2	-1.9
103	c1ccc(CNc2nc(N3CCN(Cc4ccc5c(c4)OCO5)CC3)nc3c2ncn3C2CCCCC2)cc1	5.6	8.1
104	c1ccc(Nc2nc(N3CCOCC3)nc3c2ncn3-c2ccsc2)cc1	-6.2	27.9
105	CN1CCN(C(=O)c2ccc(-c3nccc(NCCO)n3)cc2)CC1	-16.7	4.3
106	CC(C)n1cnc2c(N)nc(Nc3nc4ccccc4n3C)nc21	-10.4	-4.5
107	CC1=CC(C)(C)N2C(=O)C(=O)c3cc(OC(=O)c4ccccc4F)cc1c32	·	-20.0
108	Cc1cc(NC2CCN(Cc3ccccc3)CC2)nc(N2CCCC2CO)n1 (configuration not stated)	-4.7	2.7
109	CCNc1nc2ccc(C(=O)NCCOc3ccccc3)cc2s1	-14.4	-5.8
110	CN(C)c1cccc(Nc2nc(NC3CC3)c3ncn(-c4ccccc4)c3n2)c1	6.9	-1.2
111	COc1cccc(N=C2NC(=O)/C(=C/c3ccc(OC)c(OC)c3)S2)c1	·	11.5

Screening data as filed in PubChem.

Compounds as they come (roughly 2.6% active in at least one column).
